Compound activity from PubChem.
MsrA inhibitor = inhibits bovine methionine sulfoxide reductase A | inhibition, % at 15.5 µM | purified bovine MsrA, absorbance read-out | actives 0.75% (n = 360,000); in the data active means inhibition above about 4.5%;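 further: 0% = vehicle wells with enzyme and 100% = reference inhibitor wells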
E coli Lon inh = inhibits E. coli Lon protease; inhibition, % at 7.94 µM; actives 0.42% (n = 360,000); purified E. coli Lon protease, fluorescence polarization; AID 602123; P0A9M0; in the data active means inhibition above about 13%, passing the limit was not always enough;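 further: 0% = enzyme with probe and DMSO and 100% = no enzyme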
CendR NRP1 mod = alters CendR peptide binding to human NRP-1 | O14786 | actives 0.85% (n = 360,000) | FAM-RPARPAR peptide binding to NRP-1, fluorescence polarization | inhibition, % at 25 µM;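 active means inhibition or corrected inhibition above about 18%, plus a signal ratio from 0.5 to 1.5, limit read from the data, passing the limit was not always enough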; further: strong numbers were not always called active
Tb MetRS inh = blocks T. brucei methionyl-tRNA synthetase activity; purified T. brucei MetRS, ATP depletion, Kinase-Glo luminescence; inhibition, % at 11.9 µM; actives 0.4% (n = 360,000);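 active means inhibition above a per-plate cutoff of the control wells' mean inhibition plus 3 SD, cut at about 5.5% in these data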;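 further: 0% = DMSO wells median and 100% = median of wells with control inhibitor compound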
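Measured by: Kinase-Glo luciferase luminescence reporting remaining unconsumed ATP. Material: purified T. brucei MetRS enzyme. Doses: 11.9 µM compound single dose, 0.9% DMSO. Medium: HEPES buffer containing pyrophosphatase, BSA, spermine, DTT. Times: 15 min preincubation, 2 h reaction, all 25 °C. Reagent: methionine, ATP and bulk E. coli tRNA.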
PABP1 MLLE inh = blocks PAM2 peptide binding to the PABP1 MLLE domain; actives 0.36% (n = 360,000); inhibition, % at 20 µM; P11940; GST-MLLE / FITC-PAM2 fluorescence polarization; in the data active means inhibition above about 35%, passing the limit was not always enough;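 further: plate controls were DMSO wells with GST-MLLE for no effect and wells lacking GST-MLLE protein for full effect; some results filed as inactive read as strong as hits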
MsrA act = activates bovine MsrA enzyme; purified bovine MsrA, absorbance read-out; AID 602163; actives 0.3% (n = 360,000); activation, % at 10.6 µM; in the data active means activation above about 7.5%;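 further: 0% = vehicle and 100% = reference activator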
SKN-1 block = inhibitors of C. elegans SKN-1; actives 0.49% (n = 360,000); C. elegans VP596 Pgst-4::GFP/RFP ratio, acrylamide-induced, 24 h; inhibition, % at 21.8 µM;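 active means interference check ratio from 0.5 to 1.5 plus GFP to RFP signal ratio inhibition reaching or exceeding a fixed threshold, cut at about 30% in these data, passing the limit was not always enough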; further: some compounds called inactive have numbers as strong as hits
MT1-MMP act inh = MT1-MMP (human) activation inhibition | GFP/RFP ratio change, % at 20 µM | AID 651647 | HT1080 RFP-PRO-GFP cells, GFP/RFP ratio fluorescence, overnight; percent of plate control window, DMSO zero | P50281 | actives 0.061% (n = 360,000);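 active means GFP/RFP ratio change of at least 30% with cell ATP level not reduced by more than half and red fluorescence within 50% of control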; further: strong numbers were not always called active
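Test system: HT1080 cells expressing an RFP-PRO-GFP fluorescent reporter construct / Compound dosing: single-point 20 µM compound, 1% DMSO / Schedule: cells overnight before dosing, compound overnight, 37 °C, 5% CO2 / Evaluation: GFP/RFP fluorescence ratio / Control set: DMSO and RFP-L50D-GFP cell wells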
FAS TE block = FAS thioesterase (human) inhibition; P49327; AID 602261; actives 0.67% (n = 360,000); inhibition, % at 15 µM; recombinant FAS-TE, OMFH fluorogenic substrate, fluorescence endpoint;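 active means compounds whose normalised, plate-corrected inhibition of enzyme fluorescence in the single-dose primary screen is 50% or more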;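 further: 0% = DMSO with enzyme and 100% = substrate without enzyme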
Target sequence (P49327 whole entry, looked up): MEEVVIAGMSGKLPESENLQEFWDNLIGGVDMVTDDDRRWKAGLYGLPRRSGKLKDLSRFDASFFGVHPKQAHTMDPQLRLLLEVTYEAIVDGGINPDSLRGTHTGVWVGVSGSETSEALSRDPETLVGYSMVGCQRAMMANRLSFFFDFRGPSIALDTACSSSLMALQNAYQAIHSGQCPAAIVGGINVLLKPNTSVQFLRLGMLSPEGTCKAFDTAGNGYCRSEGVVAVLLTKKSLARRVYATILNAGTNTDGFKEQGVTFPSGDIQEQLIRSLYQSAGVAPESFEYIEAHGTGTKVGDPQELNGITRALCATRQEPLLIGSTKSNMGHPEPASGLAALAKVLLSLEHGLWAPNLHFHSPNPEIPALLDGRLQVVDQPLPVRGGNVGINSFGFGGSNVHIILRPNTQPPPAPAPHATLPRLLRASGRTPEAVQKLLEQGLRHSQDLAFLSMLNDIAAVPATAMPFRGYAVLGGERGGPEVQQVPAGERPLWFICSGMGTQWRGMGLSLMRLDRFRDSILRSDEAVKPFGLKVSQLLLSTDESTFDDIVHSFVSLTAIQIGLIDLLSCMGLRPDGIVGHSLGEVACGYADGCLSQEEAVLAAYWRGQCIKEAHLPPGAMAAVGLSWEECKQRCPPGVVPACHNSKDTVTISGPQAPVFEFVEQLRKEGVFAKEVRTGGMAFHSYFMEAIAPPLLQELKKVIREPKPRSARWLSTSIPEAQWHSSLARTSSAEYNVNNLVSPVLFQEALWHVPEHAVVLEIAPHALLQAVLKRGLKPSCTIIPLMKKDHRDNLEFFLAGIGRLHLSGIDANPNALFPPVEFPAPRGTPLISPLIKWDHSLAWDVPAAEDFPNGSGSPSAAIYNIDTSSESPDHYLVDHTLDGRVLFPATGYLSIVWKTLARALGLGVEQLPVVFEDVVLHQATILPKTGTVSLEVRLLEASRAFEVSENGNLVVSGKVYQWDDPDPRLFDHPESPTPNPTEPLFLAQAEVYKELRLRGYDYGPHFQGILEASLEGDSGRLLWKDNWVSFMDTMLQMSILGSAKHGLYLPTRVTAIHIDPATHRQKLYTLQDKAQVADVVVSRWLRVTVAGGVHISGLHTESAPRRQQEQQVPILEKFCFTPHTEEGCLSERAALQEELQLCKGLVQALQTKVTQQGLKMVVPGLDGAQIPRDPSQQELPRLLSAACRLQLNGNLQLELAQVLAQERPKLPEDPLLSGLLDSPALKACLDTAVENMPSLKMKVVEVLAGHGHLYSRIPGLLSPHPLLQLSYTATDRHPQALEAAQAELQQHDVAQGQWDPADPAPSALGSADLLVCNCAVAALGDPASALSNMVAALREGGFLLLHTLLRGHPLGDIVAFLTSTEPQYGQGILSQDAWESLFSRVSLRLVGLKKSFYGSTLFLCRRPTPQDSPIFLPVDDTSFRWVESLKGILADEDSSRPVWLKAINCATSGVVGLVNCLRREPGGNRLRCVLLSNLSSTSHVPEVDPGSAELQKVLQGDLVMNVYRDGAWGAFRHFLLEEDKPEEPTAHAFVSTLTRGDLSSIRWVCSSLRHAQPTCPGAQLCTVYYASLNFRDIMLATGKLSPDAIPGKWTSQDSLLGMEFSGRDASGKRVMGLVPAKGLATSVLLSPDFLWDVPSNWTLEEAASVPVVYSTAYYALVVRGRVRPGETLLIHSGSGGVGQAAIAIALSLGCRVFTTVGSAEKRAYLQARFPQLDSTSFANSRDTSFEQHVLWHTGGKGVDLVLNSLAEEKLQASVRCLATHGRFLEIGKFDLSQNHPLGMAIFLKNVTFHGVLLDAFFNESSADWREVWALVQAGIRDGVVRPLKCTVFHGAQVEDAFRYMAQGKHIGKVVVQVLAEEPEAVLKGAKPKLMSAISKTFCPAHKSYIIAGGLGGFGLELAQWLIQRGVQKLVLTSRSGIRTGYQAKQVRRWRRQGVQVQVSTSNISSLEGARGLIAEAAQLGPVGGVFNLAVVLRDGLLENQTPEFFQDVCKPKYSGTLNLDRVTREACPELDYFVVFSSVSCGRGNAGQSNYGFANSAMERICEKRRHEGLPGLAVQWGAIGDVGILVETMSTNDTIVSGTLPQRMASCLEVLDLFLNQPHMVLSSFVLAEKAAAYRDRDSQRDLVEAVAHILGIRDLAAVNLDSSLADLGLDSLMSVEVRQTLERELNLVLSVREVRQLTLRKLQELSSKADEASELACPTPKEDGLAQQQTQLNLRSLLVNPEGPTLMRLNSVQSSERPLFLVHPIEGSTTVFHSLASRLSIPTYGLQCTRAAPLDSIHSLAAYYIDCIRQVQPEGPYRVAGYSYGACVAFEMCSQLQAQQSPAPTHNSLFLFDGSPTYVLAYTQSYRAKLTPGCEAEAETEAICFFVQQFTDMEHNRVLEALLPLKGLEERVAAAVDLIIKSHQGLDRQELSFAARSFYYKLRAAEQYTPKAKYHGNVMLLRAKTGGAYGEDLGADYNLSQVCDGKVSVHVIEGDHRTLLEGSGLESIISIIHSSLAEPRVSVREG
The depositor's hits bear a star; . = not tested or not shown.

molecule | FAS TE block | PABP1 MLLE inh | MsrA act | E coli Lon inh | SKN-1 block | MT1-MMP act inh | CendR NRP1 mod | MsrA inhibitor | Tb MetRS inh
O=C(OCc1cc2ccccc2[nH]c1=O)c1ccco1 | -8 | -10 | -9 | -5 | -6 | 1 | 22 | 0.4 | -0.9
CSc1nc2nccc(-c3ccc(Cl)cc3)n2n1 | -10 | 8 | -7 | 1 | -4 | 0 | 1 | -1.0 | -1.2
CCCCn1c(N)c(N(CC(C)C)C(=O)C2CC(=O)N(c3ccc(CC)cc3)C2)c(=O)[nH]c1=O (stereo not drawn) | -1 | -6 | -6 | -5 | -20 | -7 | -3 | 0.7 | -0.3
O=C(Nc1ccc(NC(=O)C2CCCCC2)nc1)c1ccco1 | -4 | 4 | 0 | 9 | 7 | 2 | 3 | -0.1 | 0.1
Cc1ccc(/C=C(\NC(=O)c2ccccc2)C(=O)NCCN2CCOCC2)o1 | -3 | -4 | -1 | 4 | 10 | 0 | -7 | 2.9 | -0.2
Cc1cc(C)n(-c2nc(-c3cccc(Cl)c3)cs2)n1 | 19 | 6 | -3 | 4 | 5 | -1 | -4 | -1.2 | -0.5
COc1cccc(C(c2c(C)[nH]n(-c3ccccc3)c2=O)c2c(C)[nH]n(-c3ccccc3)c2=O)c1OC | 0 | 20 | -7 | -1 | 3 | 10 | 1 | -0.3 | 7.7*
COc1ccc(C(=O)NC(C)c2ccc(-n3ccnc3)cc2)c(OC)c1 (stereo not drawn) | 1 | 6 | -1 | -4 | 1 | 10 | -1 | -0.2 | -0.3
COC(=O)CSc1ncnc2scc(-c3ccccc3)c12 | 8 | -5 | -3 | 3 | -9 | -1 | 1 | -0.6 | -0.5
CCOC(=O)CN1C2=NCCN2c2ccccc21 | -7 | 5 | -4 | 2 | 10 | -1 | 3 | -0.3 | 0.6
O=C(O)C1CC=CCC1C(=O)N1CC=C(c2ccccc2)CC1 (stereo not drawn) | -2 | 0 | -1 | 6 | 0 | 0 | -11 | -0.1 | -0.5
O=C(O)COCC(=O)Nc1ccc2c(c1)ncn2CCc1ccccc1 | -9 | -7 | -1 | -10 | -26 | -1 | 8 | -1.3 | -0.8
CN(c1cccc(NC(=O)CN(c2cccc(Cl)c2)S(=O)(=O)c2ccccc2)c1)S(C)(=O)=O | 16 | 2 | -7 | 7 | 5 | 0 | -8 | 0.9 | -0.1
Cc1ccc(-n2[nH]c(C)c(/C=N/NC(=O)c3ccc([N+](=O)[O-])cc3)c2=O)c(C)c1 | 30 | -6 | -3 | 0 | 6 | 9 | 6 | 1.0 | -0.2
CC(C)OP(=O)(OC(C)C)C(Nc1ccccc1)c1cccc2c1OCO2 (stereo not drawn) | -3 | -8 | -2 | 12 | 1 | 0 | -2 | 0.6 | -0.3
Cc1ccc(C)c(COC(=O)c2cc([N+](=O)[O-])ccc2N2CCOCC2)c1 | 41 | -1 | -3 | -10 | -3 | -2 | 5 | 0.4 | -0.4
NC(=O)c1cccnc1Oc1ccc(Cl)cc1 | -8 | -5 | -1 | 5 | 7 | -2 | 2 | -0.2 | 0.1
COCCNC(=O)CN(C(=O)CCC(=O)Nc1cc(C)on1)c1cccc(C)c1C | -2 | 2 | -1 | 2 | 6 | -2 | 7 | -1.1 | -0.4
Cc1ccc(OCc2ccc(C(=O)Nc3nccs3)o2)cc1 | -6 | -4 | -13 | -6 | -8 | 6 | 10 | 0.9 | -1.3
CCCc1cc(=O)[nH]c(=S)[nH]1 | 0 | 22 | 1 | -1 | 13 | 0 | -9 | -1.3 | -0.5

More records follow.
molecule | FAS TE block | PABP1 MLLE inh | MsrA act | E coli Lon inh | SKN-1 block | MT1-MMP act inh | CendR NRP1 mod | MsrA inhibitor | Tb MetRS inh
COc1ccc(/C=C2/SC(=S)N(CCCC(=O)N3CCN(C)CC3)C2=O)cc1 | 3 | 14 | -3 | -7 | 4 | -5 | 8 | -0.6 | -0.2
O=C(CC(O)c1ccccc1)Nc1ccccn1 (stereo not drawn) | -3 | 10 | 0 | -11 | 14 | 1 | 1 | 0.1 | -0.4
Cc1sc2ncn(CC(=O)N3CCN(c4ccccc4F)CC3)c(=O)c2c1S(=O)(=O)N1CCOCC1 | 2 | -8 | -10 | -1 | 3 | 0 | 0 | -0.5 | -1.1
O=C(CSc1nnc(-c2ccccc2F)o1)NC1CC1 | -5 | -2 | -1 | -7 | 3 | 0 | 18 | 1.3 | -0.2
CN(C)c1ccc(N=Nc2ccc(S(=O)(=O)O)cc2)c2ccccc12 | 7 | 7 | -10 | 1 | 14 | 18 | 16 | 2.1 | -0.5
CCCn1nnnc1COc1ccc(C(N)=O)cc1 | -3 | 17 | -2 | -7 | 12 | 0 | 8 | 1.2 | -0.2
Cc1cc(C(=O)N[C@H](c2ccccc2)[C@@]2(C)C[C@@H]2[C@@H](C)C(=O)Nc2ccc3ccccc3c2)no1 | 44 | -10 | -2 | -1 | 8 | -9 | 16 | 0.2 | 0.3
C=CCC(C#Cc1ccc(C)cc1)N(CC)CC (stereo not drawn) | -7 | -1 | -6 | -6 | -11 | 0 | 29* | -0.5 | -0.7
O=C(Nc1ccc(F)cc1F)c1ccccc1NC(=O)C1CC=CCC1C(=O)O (stereo not drawn) | -6 | 5 | -7 | 3 | 9 | -2 | -1 | 0.3 | -0.5
COCc1nc2ccccc2n1CCCOc1ccccc1 | -2 | -5 | -5 | -12 | 12 | -6 | -5 | -0.3 | -0.3
C[C@H]1CN([C@@H](C)CO)C(=O)CCCn2nncc2CO[C@H]1CN(C)S(=O)(=O)c1ccccc1F | -5 | 7 | 0 | 0 | 14 | 0 | -12 | -0.7 | -1.0
CCN(CC)CCCn1c(=S)[nH]c2cc(OC)c(OC)cc2c1=O | -10 | -58 | 1 | 2 | 9 | -11 | -4 | 0.9 | -0.5
O=C1CN(C(=O)COc2ccc(Br)cc2)c2ccccc2N1 | 2 | 9 | 3 | -5 | 10 | 2 | 9 | 0.9 | 0.6
Cc1ccc(S(=O)(=O)N2CCCCC2)cc1NC(=O)Cn1cnc2c1c(=O)n(C)c(=O)n2C | -1 | -32 | 0 | 1 | -8 | 3 | -6 | -0.9 | -0.3
CCOC(=O)CC1=CC(C)(CC(=O)OCC)C(C#N)(C#N)C(N)=C1C#N (stereo not drawn) | 1 | 14 | 1 | 0 | 2 | -2 | -12 | 3.7 | -0.2
Cc1ccc(NC(=O)c2ccc([N+](=O)[O-])s2)cc1S(=O)(=O)N1CCOCC1 | 0 | 8 | 3 | -13 | -1 | 2 | -4 | 2.6 | 0.0
O=C(O)c1ccccc1NCc1ccsc1 | -5 | 6 | -3 | -5 | 13 | 3 | 4 | 0.1 | 0.2
OC(c1ccccc1)c1ncc(-c2cccc(OCc3ccccc3)c2)[nH]1 (stereo not drawn) | 6 | -8 | 0 | -19 | 6 | -3 | 0 | -0.1 | -0.2
Cc1ccc(C)c2c1cc(C)c1nnc(SCc3ccccn3)n12 | -6 | -4 | -2 | 2 | 1 | 0 | -6 | 1.2 | 0.4
Cc1nn2c(=O)cc(COC(=O)c3ccc(S(=O)(=O)N4CCCCC4)cc3)nc2s1 | -4 | 1 | 1 | -3 | 15 | 0 | 2 | -0.1 | -0.7

The closing 2 entries of the section above come first, to join the parts:
molecule | FAS TE block | PABP1 MLLE inh | MsrA act | E coli Lon inh | SKN-1 block | MT1-MMP act inh | CendR NRP1 mod | MsrA inhibitor | Tb MetRS inh
Cc1ccc(C)c2c1cc(C)c1nnc(SCc3ccccn3)n12 | -6 | -4 | -2 | 2 | 1 | 0 | -6 | 1.2 | 0.4
Cc1nn2c(=O)cc(COC(=O)c3ccc(S(=O)(=O)N4CCCCC4)cc3)nc2s1 | -4 | 1 | 1 | -3 | 15 | 0 | 2 | -0.1 | -0.7
O=C(COC(=O)COc1ccccc1Cl)Nc1ccccc1OC(F)F | -2 | 11 | -1 | 11 | 10 | -4 | 0 | 0.5 | -0.8
COc1cccc(C(=O)Nc2ccc(N3CCN(S(C)(=O)=O)CC3)cc2)c1 | -8 | -3 | -4 | -4 | 12 | -7 | -9 | 0.4 | -1.1
S=C(NCc1ccccc1Cl)NC1CCCC1 | -1 | -63 | -1 | 1 | 13 | -1 | 5 | 1.7 | 0.5
CCN(CC)S(=O)(=O)c1ccc(C(=O)Oc2cc(C)[nH]c(=O)c2[N+](=O)[O-])cc1 | -2 | -11 | -3 | -8 | 0 | -2 | -4 | 2.2 | 0.0
Cc1nnc2sc(SCc3cccc(Cl)c3)nn2c1=O | 13 | -6 | -10 | -6 | 1 | -5 | 0 | 0.4 | -0.9
COc1ccc(C(=O)NCc2cccnc2)cc1S(=O)(=O)N1CCOCC1 | -7 | 5 | 5 | -5 | 5 | 0 | 2 | 0.1 | 0.0
Cc1ccc(SCCC(=O)N(C)C)cc1 | -10 | -1 | -1 | 0 | 2 | -1 | 11 | -0.5 | 0.0
O=C(NCCc1ccccc1)C1=COCCO1 | -6 | -3 | -1 | 7 | 12 | 6 | 3 | -0.3 | 0.1
O=c1c2[nH]c3ccc(Br)cc3c2ncn1CCCn1ccnc1 | -10 | 15 | 2 | -1 | 5 | 5 | 10 | 0.8 | 3.1
COc1ccc(CCN2C(=O)COc3ccccc3C2C(=O)NC(C)(C)C)cc1OC (stereo not drawn) | -8 | . | -12 | -5 | -29 | 2 | -20 | 0.7 | -2.1
Cc1nc(C)n(CC(=O)N2CCCC(C(=O)c3cccc4ccccc34)C2)n1 (stereo not drawn) | -7 | -3 | -2 | 3 | 14 | 4 | 6 | 0.1 | 0.3
Nc1cc(=O)[nH]c(SCCSc2ccccc2)n1 | -2 | 12 | -2 | -6 | -11 | 3 | -8 | 3.3 | -0.4
CC(=O)c1c(C)[nH]c(C(=O)CN2CCN(S(=O)(=O)c3ccc(C(C)C)cc3)CC2)c1C | 4 | -7 | -1 | -12 | 5 | -2 | -15 | -0.3 | -0.1
N=C(N)c1ccc(N)cc1 | -5 | 10 | -3 | -4 | 5 | 0 | 17 | 0.9 | -1.0
CCN(CC)CCCN1CC(O)=C(c2nc3ccccc3s2)C1=N | -4 | -13 | -2 | -2 | 6 | 3 | 2 | 0.7 | -1.0
CCOC(=O)N1CCN(C(=O)c2ccc3c(SCC(=O)O)c4c(nc3c2)CCCC4)CC1 | -7 | 21 | -8 | -9 | -4 | 1 | 0 | . | -1.4
COC(=O)c1cccc(NC(=O)c2ccco2)c1 | -6 | 9 | -5 | 4 | 0 | -3 | 6 | -0.8 | -1.3
O=C(CCC1CC(=O)Nc2ccccc21)NCc1ccccc1 (stereo not drawn) | -4 | 0 | -3 | 0 | 11 | 3 | 6 | -1.2 | -0.4
CC(CC(=O)OCC(=O)NCc1ccc(Cl)cc1)c1ccccc1 (stereo not drawn) | 10 | 3 | 1 | 2 | -2 | 4 | 20 | 1.3 | -0.1
N#CC(CC(=O)OCc1ccccc1)NC(=O)OCc1ccccc1 (stereo not drawn) | 4 | -7 | -1 | 3 | 1 | 1 | 1 | 0.0 | 0.1
